ATXN viability: reduces viability in counter-screen for ATXN expression inhibitors | S2 cells (HEK-293 line with an ATXN2-luciferase reporter) viability, CellTiter-Fluor protease fluorescence, 24 h | Potency, µM (doses to about 56.7 µM), most hits filed as cytotoxic | actives 0.49% (n = 400,000) | AID 651635; further: potency means the concentration at half of the fitted maximal effect; nearly all actives have a fitted effect of over 40% in size
A549 viability: kills or reduces viability of A549 cells in Nrf2 counter-screen; A549 ARE-Fluc cells, CellTiter-Fluor viability, 18-24 h; Potency, µM (highest dose often 46 µM), for the others: top-dose activity change, negative = cytotoxicity, actives largely listed as inhibitors; actives 0.16% (n = 390,000); AID 504648; further: potency means the concentration at half of the fitted maximal effect; on the % scale 0 is the no-effect control and ±100 the full control effect
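A549 ARE-Fluc cells in 5% FBS OPTI-MEM, 5000 cells/well, rested 2 h then exposed to compounds in concentration-response for 18-24 h at 37 °C. Viability by CellTiter-Fluor fluorescence (Ex 405/Em 525) after 30 min; luciferase luminescence (BugLite, 15 min, RT) read afterwards.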
Nrf2 block: inhibitors of Nrf2 signaling. A549 ARE-Fluc reporter, luciferase luminescence, 18-24 h. Potency, µM (titrated, usually from 46 µM), for inactives: top-dose activity change, negative = inhibition, usual class: inhibitors. actives 2.1% (n = 360,000). AID 504444; further: potency means the concentration at half of the fitted maximal effect; on the % scale 0 is the no-effect control and ±100 the full control effect; nearly all actives have a fitted effect of over 60% in size
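In this cell-based qHTS, ARE-driven firefly luciferase in A549 cells reports Nrf2 activity; the luminescent signal after BugLite lysis is the measured value, with a prior CellTiter-Fluor read for cell health.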
HepG2 viability: counter-screen for TGF-b inhibitors: cytotoxicity in HepG2 cells; Potency, µM (series often up to 46.1 µM), inactives show at the highest dose activity change, negative = cytotoxicity, hits mostly cytotoxic; actives 0.76% (n = 410,000); HepG2 CAGA-GFP viability, ATP luminescence, 18 h; AID 588856; further: potency means the concentration at half of the fitted maximal effect; some results filed as inactive show a strong effect at the top dose
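CellTiter-Glo luminescence gave cytotoxicity after 18 hours at 37 degrees C. The cells were HepG2 CAGA-GFP in 1% FBS DMEM, stimulated with 500 pg/mL TGF-beta after compound addition. %Activity was normalised to no-cell wells (complete cell-killing) and DMSO (no toxicity), and curves were fitted and classified.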
IL2 activator: activates IL-2 in a cell-based reporter assay; AID 652025; IL-2 activation reporter assay, cell-based qHTS; stimulated with anti-CD3/CD4/CD28 beads; in transgenic mouse T cells; activation, % (series mostly up to about 46 µM); actives 0.065% (n = 360,000); in the data active means activation above about 50%; inconclusive means mostly about 30% to 49%; further: 0% is about no effect
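First, unstimulated transgenic mouse T cells were exposed to compound for 60 min. Next, anti-CD3/anti-CD4-coated beads with anti-CD28 were added. Finally, after 18 h at 37 degrees C, EGFP and DsRed were imaged.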
Nrf2 ARE act: Nrf2 pathway activation; AREc32 ARE-luciferase reporter (MCF7-derived line), luminescence, 24 h; Potency, µM (titrated, usually from 46.1 µM), for the others: at the top dose activation, hits mostly activators; actives 0.31% (n = 410,000); further: potency means the concentration at half of the fitted maximal effect; % of control where 0% means no effect; nearly all actives have a fitted effect of over 65% in size
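Luminescent ARE reporter assay in AREc32_Fluc cells: overnight plating at 37 deg C, 24 hr compound incubation, Steady-Glo added, 30 min RT before reading.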
EPAC2 ag: activates human EPAC2 exchange factor. Q8WZA2. EPAC2 activation, biochemical qHTS; response scale: 100% = 6.5 mM cAMP response. actives 0.079% (n = 360,000). Potency, µM (titrated, usually from 154 µM), for inactives: top-dose activation, hits mostly activators; further: potency means the concentration at half of the fitted maximal effect; nearly all actives have a fitted effect of over 50% in size
Target sequence (Q8WZA2 whole entry, looked up): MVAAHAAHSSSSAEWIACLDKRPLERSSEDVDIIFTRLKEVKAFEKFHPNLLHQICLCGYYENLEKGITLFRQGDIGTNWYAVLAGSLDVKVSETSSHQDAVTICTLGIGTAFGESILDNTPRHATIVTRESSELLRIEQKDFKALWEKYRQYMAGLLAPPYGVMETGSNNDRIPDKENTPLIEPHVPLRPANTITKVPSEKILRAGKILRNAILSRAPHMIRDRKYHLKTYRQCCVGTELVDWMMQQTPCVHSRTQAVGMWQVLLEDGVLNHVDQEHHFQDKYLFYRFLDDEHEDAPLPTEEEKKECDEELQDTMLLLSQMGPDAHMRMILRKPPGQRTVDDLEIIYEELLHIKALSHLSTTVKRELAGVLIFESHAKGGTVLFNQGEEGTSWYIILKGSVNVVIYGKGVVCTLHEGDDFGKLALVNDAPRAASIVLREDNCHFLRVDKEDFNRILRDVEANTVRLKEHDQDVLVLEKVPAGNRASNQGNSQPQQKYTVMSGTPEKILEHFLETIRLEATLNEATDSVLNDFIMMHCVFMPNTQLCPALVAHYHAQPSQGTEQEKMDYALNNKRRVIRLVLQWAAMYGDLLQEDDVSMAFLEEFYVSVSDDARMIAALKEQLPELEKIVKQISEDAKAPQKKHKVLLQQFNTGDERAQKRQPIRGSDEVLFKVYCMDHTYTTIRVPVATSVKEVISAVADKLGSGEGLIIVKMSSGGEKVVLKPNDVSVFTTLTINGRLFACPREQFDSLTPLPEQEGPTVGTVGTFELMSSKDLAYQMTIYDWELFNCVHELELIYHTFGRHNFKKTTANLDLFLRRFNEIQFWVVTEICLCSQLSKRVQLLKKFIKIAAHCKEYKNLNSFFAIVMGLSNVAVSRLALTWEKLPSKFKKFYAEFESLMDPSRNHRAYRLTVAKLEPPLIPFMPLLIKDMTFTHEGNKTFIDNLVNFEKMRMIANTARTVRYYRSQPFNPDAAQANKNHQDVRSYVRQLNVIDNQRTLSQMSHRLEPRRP
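Setup: EPAC2 100 nM, labeled Rap1B complex 250 nM, free GDP 50 uM. Compound titrations pinned in, brief spin, 5 min room temperature incubation. Kinetic fluorescence read over 30 min, normalized to 6.5 mM cAMP.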
TGFb inhibitor: inhibitors of TGF-b signaling; HepG2 CAGA-GFP TGF-b/SMAD3 reporter, GFP fluorescence, 18 h; TGF-beta stimulated, 500 pg/mL final; actives 1.2% (n = 410,000); Potency, µM (highest dose often 46.1 µM), inactives show at the highest dose activity, negative = inhibition, most hits filed as inhibitors; further: potency means the concentration at half of the fitted maximal effect; on the % scale 0 is the no-effect control and ±100 the full control effect; nearly all actives have a fitted effect of over 65% in size
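Using HEPG2 CAGA-GFP reporter cells at 1000 cells/well, we pinned test compounds, stimulated with recombinant TGF-beta (500 pg/mL final) and measured total well GFP after 18 h.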
ATXN2 expr inh: reduces ATXN2 reporter expression in HEK-293 cells; actives 0.72% (n = 360,000); AID 1745845; Potency, µM (titrated, usually from 57 µM), without a hit: top-dose activity change, negative = inhibition, actives largely listed as inhibitors; HEK-293 ATXN2-luciferase reporter, luminescence, 24 h; further: potency means the concentration at half of the fitted maximal effect; on the % scale 0 is the no-effect control and ±100 the full control effect; nearly all actives have a fitted effect of over 55% in size
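qHTS (up to 57 uM final) was run with 24 h compound exposure of reporter cells at 37 °C. Each well was multiplexed: SteadyGlo luminescence measured ATXN2-luciferase expression after a fluorogenic Gly-Phe-AFC viability readout (25 uM final).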
Numbers without * were called inactive; i = inactive; ? = inconclusive; nt = not tested or not shown; [ ] = dose if it differs, or a comment. Unless noted, the call rests on the fitted dose curve; in most records, active means well fitted curve in the direction sought with a large enough effect; inconclusive means small, poorly fitted or top-dose-only effect, or another doubt; inactive means no such curve, though single readings can be large; an effect the other way counts as inactive or inconclusive.

SMILES | ATXN viability | A549 viability | Nrf2 block | HepG2 viability | IL2 activator | Nrf2 ARE act | EPAC2 ag | TGFb inhibitor | ATXN2 expr inh
COC(=O)C1=C(CSc2nncn2C)NC(=O)NC1c1cc(C)ccc1C (stereo not drawn) | i | 8.5% | nt | 2.8% | 0.0 | -0.9% | 1.9% | 9.4% | 5.5%
COc1cccc(N2CCN(C(=O)c3ccc(N4C(=O)NC5CC4(C)Oc4ccccc45)cc3)CC2)c1 (stereo not drawn) | ? | 6.9% | -2.5% | -4.1% | -0.2 | -0.2% | -0.7% | -3.1% | -7.9%
Cc1ccc(CNC(=O)CSc2c3c(nc4ccc(Cl)cc24)CCCC3)o1 | i | -6.8% | ? | -32.6% | -3.2 | ? | -4.7% | 2.4% | -1.7%
COc1ccc(-c2cc(C(F)(F)F)c(C#N)c(SCC(=O)Nc3ccc(C)cc3)n2)cc1 | i | -7.4% | -0.3% | -22.9% | -0.2 | 2.8% | 8.7% | 17.0% | -12.0%
O=C(CSc1nnnn1-c1ccc(Cl)cc1)Nc1cccnc1Cl | ? | -3.0% | -13.7% | -0.3% | -1.8 | 5.2% | 6.2% | 6.4% | -3.6%
O=S(=O)(NCCc1cn2ccccc2n1)c1cccs1 | i | 9.3% | 19.0% | -14.6% | -1.9 | 4.7% | 18.1% | 2.1% | 34.2%
CN(CC(=O)Nc1ccccc1Cl)C(=O)CN1C(=O)C2CCCCC2C1=O (stereo not drawn) | i | 17.3% | 3.0% | -6.5% | -0.4 | 0.3% | 11.2% | 0.0% | -7.6%
CCc1ccc(CN(C)C(=O)c2cc(S(=O)(=O)N3CCN(CC)CC3)ccc2Cl)cc1 | i | -1.8% | ? | -19.8% | 0.6 | 0.4% | 6.5% | -28.8% | -9.6%
Cc1cc2oc(C(=O)N(Cc3ccco3)C3CCS(=O)(=O)C3)cc(=O)c2cc1Cl (stereo not drawn) | i | 16.7% | 9.2% | 1.6% | -1.5 | ? | 4.5% | 13.9% | -16.0%
Cc1cc(NC(=O)c2ccc3c(c2)N(Cc2cccc(Cl)c2)C(=O)c2ccccc2S3=O)ccc1Br (stereo not drawn) | i | -4.0% | nt | -5.7% | nt | -0.7% | nt | 2.4% | 3.3%
CCCCSCCCNC(=O)c1cn(C)c2ccc(S(=O)(=O)N3CCCCCC3)cc2c1=O | i | 2.0% | 8.0% | -52.4% | nt | 0.1% | nt | -8.0% | 11.6%
CC(C)(C)NC(=O)Nc1cccc(Cl)c1Cl | i | -0.9% | 6.9% | -0.3% | -2.4 | -1.6% | 5.9% | 5.4% | -9.9%
Brc1ccc(-c2nn[nH]n2)cc1 | i | 1.2% | 11.6% | 4.3% | -3.4 | 0.0% | 2.0% | 2.3% | -16.1%
CCOC(=O)NCc1ccc(S(=O)(=O)Nc2ccccc2C)cc1 | i | 1.1% | -8.2% | 2.8% | -1.1 | 0.2% | -12.1% | -20.5% | -2.2%
COc1ccc(-c2nc(SCCOc3cc(C)ccc3C(C)C)n3[nH]c(=O)cc3n2)cc1 | ? | -0.4% | 16.2% | -20.7% | nt | 17.9% | nt | ? | ?
O=C(O)c1cc2c(o1)CCC/C2=N\O | i | 0.8% | -5.8% | 0.0% | -2.4 | -0.3% | 8.1% | 7.2% | -3.9%
O=C(Nc1ccc(F)cc1)Nc1nnc(-c2ccco2)s1 | i | -0.1% | ? | -5.8% | -1.6 | 5.7% | -3.5% | 0.1% | 16.1%
Cc1cccc(NC(=O)CSc2nc(N)c(NC(=O)c3cccs3)c(=O)[nH]2)c1 | i | 0.5% | -6.8% | -27.7% | -2.2 | 0.1% | 4.4% | -7.5% | -24.6%
CC(O)CNc1nc2c(c(=O)n(C)c(=O)n2C)n1C/C=C/c1ccccc1 (stereo not drawn) | i | -6.0% | 23.1µM* | -30.4% | 0.9 | 0.4% | 4.5% | -17.7% | -8.5%
CC1CCc2nc(NC(=O)C3COc4ccccc4O3)sc2C1 (stereo not drawn) | i | 13.8% | ? | -29.6% | -2.4 | 3.6% | 8.4% | 0.0% | ?
Cc1cc(C(=O)OCC(=O)NC2CCS(=O)(=O)C2)c(C)n1-c1ccccc1 (stereo not drawn) | i | -2.1% | ? | -7.7% | 0.5 | 0.5% | -7.4% | -1.9% | 1.8%
COc1cc(OC)cc(-n2nnnc2SCC(=O)NCc2cccs2)c1 | i | 0.1% | -8.2% | 4.2% | -3.4 | 3.3% | 6.1% | -1.3% | 2.1%
C[C@H](NC(=O)c1nc[nH]c1C(=O)NC[C@@H](C)O)c1ccccc1 | i | nt | nt | -24.8% | -2.1 | -0.5% | -1.2% | -14.8% | 4.6%
COc1ccc(C(=O)Nc2ccc(SC(F)F)cc2)cc1 | i | 2.6% | 1.9% | -17.2% | -0.1 | 2.2% | 9.9% | -9.0% | 34.8%[activator]
NS(=O)(=O)c1ccc(NC(=O)/C=C/c2ccccc2[N+](=O)[O-])cc1 | ? | -3.4% | -16.3% | 3.6% | 1.3 | ? | 16.8% | 2.9% | -22.5%

Taken from above:
CCOC(=O)NCc1ccc(S(=O)(=O)Nc2ccccc2C)cc1 in ATXN2 expr inh is entered as -2.2%
C[C@H](NC(=O)c1nc[nH]c1C(=O)NC[C@@H](C)O)c1ccccc1 in ATXN2 expr inh is entered as 4.6%
Cc1cc(C(=O)OCC(=O)NC2CCS(=O)(=O)C2)c(C)n1-c1ccccc1 (stereo not drawn) in ATXN2 expr inh is entered as 1.8%
Cc1cccc(NC(=O)CSc2nc(N)c(NC(=O)c3cccs3)c(=O)[nH]2)c1 in IL2 activator is entered as -2.2
CC1CCc2nc(NC(=O)C3COc4ccccc4O3)sc2C1 (stereo not drawn) in IL2 activator is entered as -2.4

Back to the main list, starting 2 compounds before the break.
SMILES | ATXN viability | A549 viability | Nrf2 block | HepG2 viability | IL2 activator | Nrf2 ARE act | EPAC2 ag | TGFb inhibitor | ATXN2 expr inh
COc1ccc(C(=O)Nc2ccc(SC(F)F)cc2)cc1 | i | 2.6% | 1.9% | -17.2% | -0.1 | 2.2% | 9.9% | -9.0% | 34.8%[activator]
NS(=O)(=O)c1ccc(NC(=O)/C=C/c2ccccc2[N+](=O)[O-])cc1 | ? | -3.4% | -16.3% | 3.6% | 1.3 | ? | 16.8% | 2.9% | -22.5%
CCN1C(=O)C(CC(=O)NC2CCCCC2)N(CC)C1=O (stereo not drawn) | i | -12.6% | 1.0% | 1.8% | -1.8 | 0.2% | 2.3% | 5.8% | -14.4%
COc1cccc(/C=C/C(=O)NCc2cn3cc(Cl)ccc3n2)c1 | i | ? | 22.4% | -34.4% | 0.2 | 0.7% | 10.7% | 0.7% | -12.7%
Cc1nn(-c2ccccc2)c2sc(C(=O)N(CC(=O)NC3CCCC3)Cc3ccco3)cc12 | i | ? | ? | -0.2% | -0.5 | 2.7% | -1.7% | 51.4%[activator] | ?
O=c1[nH]c(CN2CCCC2)nc2sc3c(c12)CCC3 | i | -3.6% | -7.3% | -0.5% | 0.8 | 0.1% | 0.2% | -2.8% | -7.3%
CC(=O)Nc1cc(-c2ccccc2)cn2c(-c3ccc(F)cc3)cnc12 | ? | nt | nt | -0.8% | -0.5 | 9.7% | -2.0% | 23.8% | 0.0%
COc1ccc([C@H]2C[C@@H](n3cc(-c4ccc(F)cc4)nn3)[C@H](O)CN2C(=O)c2cccs2)cc1 | i | nt | nt | -24.5% | -2.8 | 6.0% | 2.8% | 3.1% | 12.1%
CCOc1ccc(C2CC(=O)NC2=O)cc1 (stereo not drawn) | i | 0.7% | 4.8% | 6.6% | -0.2 | -0.8% | 3.8% | -6.2% | nt
CCOC(=O)NNC(=O)NCCCCCCNC(=O)NNC(=O)OCC | i | 7.3% | 11.3% | -26.8% | -0.3 | 0.6% | 1.6% | -5.2% | nt
Cc1ccc(S(=O)(=O)NCCC(=O)NNC(=O)COc2ccccc2Cl)cc1C | i | 10.5% | 4.8% | -31.4% | 0.1 | -0.6% | -0.3% | ? | nt
CC(C)N1C(=O)S/C(=C/c2ccccc2OCc2ccc(C(=O)O)cc2)C1=O | i | -15.2% | -24.4% | -23.9% | 2.4 | 5.3% | -3.2% | -11.4% | 15.2%
COCCN(Cc1ccccc1)C(=O)c1cccc(S(=O)(=O)N2CCN(c3ccc(F)cc3)CC2)c1 | i | 0.0% | -28.5% | -11.8% | -5.3 | 0.0% | 4.3% | ? | -18.2%
Cc1sc2nc(CSc3ccccc3)nc(N3CCC(C(N)=O)CC3)c2c1C | ? | 0.5% | ? | -3.8% | -0.4 | -0.8% | 11.2% | ? | nt
O=C(CCSc1nc(-c2ccc3c(c2)OCO3)cc(C(F)(F)F)n1)NCc1ccco1 | i | -1.6% | 3.5% | -26.3% | -1.2 | -0.4% | -9.1% | -4.3% | -24.4%
CCCCCCN1CCN(C2CN(Cc3ccc(F)cc3)S(=O)(=O)C2)CC1 (stereo not drawn) | ? | nt | nt | -16.9% | -0.9 | 5.8% | 8.4% | ? | -20.2%
CNC(=S)NNC(=O)c1oc2nc(-c3ccccc3)cc(-c3ccco3)c2c1N | i | 15.9% | 13.9% | -46.5% | 1.6 | 0.8% | 6.0% | -5.7% | nt
CCc1ccc(S(=O)(=O)Nc2ccc3oc(C)c(C(=O)OCCOC)c3c2)cc1 | ? | -3.3% | ? | -27.5% | nt | 5.7% | nt | ? | -5.5%
COc1ccc(OC)c(-c2nnc(SCC(=O)N3CCOCC3)o2)c1 | i | -1.2% | 16.4% | -2.0% | 0.2 | 2.2% | -1.7% | -7.3% | 5.9%

Source: PubChem BioAssay
